# H9c2 TAG inh: inhibitors of triacylglycerol accumulation, primary screen, cell-based, uHTS, fluorescence, H9c2; 230,000 tested, 0.66% active; AID 651582, 2012; inhibition, % at 12.5 µM; H9c2 cells, Nile Red lipid (TAG) fluorescence; cells loaded with 200 µM oleic acid;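 active = pattern-corrected inhibition of lipid staining of at least 50% with the nuclear-stain viability signal not falling by more than 50%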;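 also: 0% = DMSO wells and 100% = triacsin C control wells; some results filed as inactive read as strong as hits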
# H9c2 TAG inh DAPI viability: also measured in H9c2 TAG inh; calls as there; DAPI nuclei signal change (viability), lower = more cytotoxic, %;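 whole-well DAPI fluorescence read on a plate reader as a viability signal; minus 50 percent equals half of cells still viable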
# Numbers without * were called inactive. These rows are one share of the data (hit frequency here may not be typical).
# Start of the data: the first two entries (preview)
SMILES,H9c2 TAG inh,H9c2 TAG inh DAPI viability
CCOc1ccc(/C=C/C(=O)N(CC)CC(=O)Nc2ccc3c(c2)OCCO3)cc1OC,-1,0
Cc1ccc(CNC(=O)COC(=O)c2cncc(Br)c2)cc1,-16,0

# Main list, from the start:
SMILES,H9c2 TAG inh,H9c2 TAG inh DAPI viability
CCOc1ccc(/C=C/C(=O)N(CC)CC(=O)Nc2ccc3c(c2)OCCO3)cc1OC,-1,0
Cc1ccc(CNC(=O)COC(=O)c2cncc(Br)c2)cc1,-16,0
COCC1CCN(Cc2c(C(=O)N3CCN(C4CCCCC4)CC3)nc3ccccn23)C1 (stereo not given),-3,7
Cn1nnnc1Sc1ncnc2scc(-c3cccc(C(F)(F)F)c3)c12,43,10
O=C(Nc1ccccc1)N1CCCN(Cc2ccccc2F)C1,4,4
COc1ccc(-c2noc(CCCC(=O)Nc3ccc(C(N)=O)cc3)n2)cc1OC,20,-10
COc1cc(C(=S)N2CCOCC2)ccc1O,10,-1
CCCc1n[nH]c2c1/C(=N\O)CCC2,-12,13
COc1ccc(CN2C=C3C(=O)C(C)(OC(=O)C4CCCC4)C(=O)C=C3C=C2c2ccsc2)cc1 (stereo not given),-6,6
CC(C)c1nc(Cl)c(C#N)c2c1COC(C)(C)C2,-11,-8
CCOC(=O)C1CCCN(C(=O)CSc2nnnn2C)C1 (stereo not given),11,0
Cc1nc(NC(=O)c2cccnc2Cl)sc1C,5,0
Cc1cc(N)ccc1-c1cc2ccccc2oc1=O,10,3
Cc1cc(NC(=O)CSCC(=O)N2CCN(c3ccccc3)CC2)no1,-6,6
COc1ccc(N(C)S(=O)(=O)c2cccc(C(=O)OC(C)C(=O)NC3CCCCC3C)c2)cc1 (stereo not given),-2,1
O=C(COc1ccccc1F)NCCc1ccc2c(c1)OCCO2,-3,0
O=C(C[C@H]1C/C=C\CC[C@H](Cc2ccc(F)cc2)C(=O)OC[C@H]2CCCN2C1=O)N[C@@H](CO)Cc1ccccc1,16,7
CCOc1ccccc1CNn1nnnc1N,-25,3
O=C(N/N=C1/C(=O)c2cccc3cccc1c23)c1ccc(Cl)cc1,-15,2
CCSc1nc2ccccc2n1CCC(=O)O,-3,-6
O=C1N[C@H](Cc2ccccc2)COC(=O)[C@H](Cc2ccc(F)cc2)CC/C=C/C[C@H]1CC(=O)N(CCO)Cc1ccccc1,18,-4
CC(C)OC(=O)CSc1nc(N)c(C#N)cc1C#N,6,-5
Cc1nn(CC(C)C)c(Cl)c1C(=O)NCC1CCCO1 (stereo not given),-9,4
CN(C(=O)c1ccc(OC2CCN(C(=O)c3cccnc3)CC2)cc1)C1CCCCC1,1,6
Cc1cccc(-c2noc(CN(C(=O)c3ccc(Br)o3)C(C)C)n2)c1,-10,10
CC(=O)c1cn(CC(=O)Nc2ccc(C)cc2C)c2ccccc12,-36,4
COc1ccc2nc(Cl)c(C#N)cc2c1,8,-3
NC1=NC(=Nc2ccc(Br)cc2)c2ccccc21,18,-12
CC(C)(C)C(=O)COC(=O)c1ccc(N)c([N+](=O)[O-])c1,6,-6
CC1(C)CC(=O)C=C(c2cn[nH]n2)C1,-2,-1
CCOC(=O)N1CCN(C(=O)C(C)(C)Oc2ccc(Cl)cc2)CC1,-12,-3
O=C(NCCCC1CCCC1)C1CCC(=O)N(Cc2ccc(Cl)cc2)C1 (stereo not given),5,2
COc1ccc(C2/C=C\CN(C(=O)NC34CC5CC(CC(C5)C3)C4)CC(=O)N2Cc2ccc(F)cc2)cc1 (stereo not given),19,-30
CC(C)CNc1c(N)n(CC(C)C)c(=O)[nH]c1=O,6,-3
O/N=C/c1ccc(-c2ccccc2OC(F)(F)F)o1,7,-11
CCn1c(COc2ccc(C)cc2)nnc1SCC(=O)NNC(=O)c1ccc(OC)cc1,-13,-3
CCc1ccc2c(c1)C1(NN=C(c3ccccc3)S1)C(=O)N2 (stereo not given),9,-13
COc1cc2c(cc1OC)C(c1cccc(F)c1)CC(=O)N2 (stereo not given),1,5
O=C(N/N=C/c1ccc(F)cc1)c1c(O)c2ccccc2[nH]c1=O,1,2
CC(C(=O)Nc1ccccc1Cl)N(c1ccccc1)S(C)(=O)=O (stereo not given),-23,6
Cc1cc(C)n2nc(SCCOc3ccccc3F)nc2n1,-1,-2
CCOC(=O)CSC1=C(C#N)C(=O)NC2(CCCCC2)S1,-8,6
CC(=O)Nc1cc(C(=O)N(C)Cc2ccco2)ccc1Sc1ccc(Cl)cc1,2,-3
Cc1cc(C)c(S(C)(=O)=O)c(=O)[nH]1,2,-6
Cc1cccc(OCCCC(=O)Nc2nnc(C3CCCO3)s2)c1C (stereo not given),-15,6
Cc1nnc(SCC(=O)NC23CC4CC(CC(C4)C2)C3)s1,0,-6
Nc1nc(OCC2CCCCC2)c2[nH]cnc2n1,9,-4
O=C1CCC(C(=O)N(Cc2ccco2)C2(C(=O)NC3CCCC3)CCCCC2)N1 (stereo not given),7,-5
COc1cccc(C2=CC(=O)CC(C)(C)C2)n1,-3,-6
O=C(NC1CCCc2ccccc21)C1CCN(S(=O)(=O)c2cccc3nsnc23)CC1 (stereo not given),3,8
CCOC(=O)C1=C(COC(=O)/C=C/c2ccc([N+](=O)[O-])cc2)NC(=O)NC1C (stereo not given),17,9
Cc1nc(SCC(=O)NCc2ccc(F)cc2)c2c(=O)n(C)c(=O)n(C)c2n1,3,-9
Cc1cc2c(NCc3ccccc3)ncnc2s1,-12,-4
COc1ccc(-c2[nH]ncc2CN2CCN(c3ccc(F)cc3)CC2)cc1,-5,15
Cc1ccc(-c2nc(-c3ccncc3)no2)c(C)c1,0,-3
CC(OC(=O)CC1CC2CCC1C2)C(=O)Nc1ccc(N2CCOCC2)cc1 (stereo not given),-11,3
COC(=O)c1ccccc1C(=O)c1ccc2c(c1)NC(=O)CO2,14,-8
Cc1cc(N2CCN(C)CC2)nc2ccc(NC(=S)NCc3cccs3)cc12,23,-1
COC(=O)C(CC(C)C)Oc1ccc2c(C)cc(=O)oc2c1 (stereo not given),3,-4
CCN(C(=O)CSc1n[nH]c(N)n1)C1CCCCC1,-9,-3
# (more compounds)
SMILES,H9c2 TAG inh,H9c2 TAG inh DAPI viability
CCc1nc2c(OCC(=O)C(C)(C)C)cccn2c1N(C)C(=O)CC(C)C,11,-4
Cc1ccc(NC(=O)c2ccc(NS(=O)(=O)c3ccc4[nH]c(=O)[nH]c4c3)cc2)nc1,-22,-1
COc1ccccc1NC1=NC(c2ccc(Cl)cc2)N=C(N)N1 (stereo not given),58*,-23*
CS(=O)(=O)c1cnc2c(S(=O)(=O)c3ccccc3)cnn2c1N,1,-8
NC(=O)C1CCN(C(=O)c2cc(Cl)c3c(c2)OCCO3)CC1,3,-3
COc1ccccc1OCCNC(=O)CN1C(=O)NC2(CCCC2)C1=O,-65,-7
Cc1cc(C)nc(/N=C(\N)Nc2ccc(SC(F)F)cc2)n1,-22,-8
Cc1n[nH]c(=O)c2c(NC(=O)CSc3nn(-c4ccccc4)c(=S)s3)oc(C)c12,11,-6
CCOC(=O)C1=C(CC)Nc2ccccc2N=C1NC(=O)c1ccc(S(=O)(=O)N2CCOCC2)cc1,6,-8
CCN(CC)CCOc1ccc(-c2c(C)c3c(ccc4ccccc43)oc2=O)cc1,35,21
O=C(COC(=O)/C=C/c1ccc(Cl)cc1)NC1CC1,12,0
O=C(O)CCN1C(=O)/C(=C/c2cn(-c3ccccc3)nc2-c2cccs2)SC1=S,6,5
O=c1c(CN2CCN(c3ccccn3)CC2)coc2ccccc12,2,3
Nc1nc(SCc2ccccc2)c2ncn(Cc3ccccc3)c2n1,-28,-3
O=C(N1CCOCC1)N1CCC(n2nnc3ccccc32)CC1,5,-7
Cc1ccc(CNC(=O)C23CN(Cc4ccccc4)CC2C(c2ccc([N+](=O)[O-])cc2)=NO3)cc1 (stereo not given),-81,-7
CCOC(=O)c1cccc(OS(=O)(=O)Cc2ccccc2)c1,1,-6
O=C(Nc1cccnc1)C1Cc2c(-c3ccccc3Oc3ccccc3)ccnc2O1 (stereo not given),5,-9
CCOC(=O)c1c(NC(=O)CSc2nccn2C)sc(C(=O)NC)c1C,-1,2
Cc1ccccc1NC(=O)Nc1c(C)n(C)n(-c2ccccc2)c1=O,1,-10

# Exported with two lines to a compound: 29 of the compounds above.
# Below each SMILES – H9c2 TAG inh	H9c2 TAG inh DAPI viability
CCOc1ccc(/C=C/C(=O)N(CC)CC(=O)Nc2ccc3c(c2)OCCO3)cc1OC
 : -1	0
Cc1ccc(CNC(=O)COC(=O)c2cncc(Br)c2)cc1
 : -16	0
COCC1CCN(Cc2c(C(=O)N3CCN(C4CCCCC4)CC3)nc3ccccn23)C1 (stereo not given)
 : -3	7
Cn1nnnc1Sc1ncnc2scc(-c3cccc(C(F)(F)F)c3)c12
 : 43	10
O=C(Nc1ccccc1)N1CCCN(Cc2ccccc2F)C1
 : 4	4
COc1ccc(-c2noc(CCCC(=O)Nc3ccc(C(N)=O)cc3)n2)cc1OC
 : 20	-10
COc1cc(C(=S)N2CCOCC2)ccc1O
 : 10	-1
CCCc1n[nH]c2c1/C(=N\O)CCC2
 : -12	13
COc1ccc(CN2C=C3C(=O)C(C)(OC(=O)C4CCCC4)C(=O)C=C3C=C2c2ccsc2)cc1 (stereo not given)
 : -6	6
CC(C)c1nc(Cl)c(C#N)c2c1COC(C)(C)C2
 : -11	-8
CCOC(=O)C1CCCN(C(=O)CSc2nnnn2C)C1 (stereo not given)
 : 11	0
Cc1nc(NC(=O)c2cccnc2Cl)sc1C
 : 5	0
Cc1cc(N)ccc1-c1cc2ccccc2oc1=O
 : 10	3
Cc1cc(NC(=O)CSCC(=O)N2CCN(c3ccccc3)CC2)no1
 : -6	6
COc1ccc(N(C)S(=O)(=O)c2cccc(C(=O)OC(C)C(=O)NC3CCCCC3C)c2)cc1 (stereo not given)
 : -2	1
O=C(COc1ccccc1F)NCCc1ccc2c(c1)OCCO2
 : -3	0
O=C(C[C@H]1C/C=C\CC[C@H](Cc2ccc(F)cc2)C(=O)OC[C@H]2CCCN2C1=O)N[C@@H](CO)Cc1ccccc1
 : 16	7
CCOc1ccccc1CNn1nnnc1N
 : -25	3
O=C(N/N=C1/C(=O)c2cccc3cccc1c23)c1ccc(Cl)cc1
 : -15	2
CCSc1nc2ccccc2n1CCC(=O)O
 : -3	-6
O=C1N[C@H](Cc2ccccc2)COC(=O)[C@H](Cc2ccc(F)cc2)CC/C=C/C[C@H]1CC(=O)N(CCO)Cc1ccccc1
 : 18	-4
CC(C)OC(=O)CSc1nc(N)c(C#N)cc1C#N
 : 6	-5
Cc1nn(CC(C)C)c(Cl)c1C(=O)NCC1CCCO1 (stereo not given)
 : -9	4
CN(C(=O)c1ccc(OC2CCN(C(=O)c3cccnc3)CC2)cc1)C1CCCCC1
 : 1	6
Cc1cccc(-c2noc(CN(C(=O)c3ccc(Br)o3)C(C)C)n2)c1
 : -10	10
CC(=O)c1cn(CC(=O)Nc2ccc(C)cc2C)c2ccccc12
 : -36	4
COc1ccc2nc(Cl)c(C#N)cc2c1
 : 8	-3
NC1=NC(=Nc2ccc(Br)cc2)c2ccccc21
 : 18	-12
CC(C)(C)C(=O)COC(=O)c1ccc(N)c([N+](=O)[O-])c1
 : 6	-6

# Following part:
SMILES,H9c2 TAG inh,H9c2 TAG inh DAPI viability
O=C(c1cccc(F)c1)N1CCN(CC2CC3C=CC2C3)CC1 (stereo not given),-15,7
O=C(Nc1ccc2c(c1)OCCO2)C1CCN(S(=O)(=O)c2cccc3nsnc23)CC1,19,-6
O=C(CN1CCN(Cc2ccccc2F)C1=O)NCC1CCCO1 (stereo not given),-1,2
O=C(/C=C/c1ccc([N+](=O)[O-])cc1)N1CCN(S(=O)(=O)c2ccccc2)CC1,18,7
c1ccc2nc3c(cc2c1)CCCCCC3,-33,-11
CC1Cc2ccccc2N1C(=O)C(C)n1cc(C(F)(F)F)cc(Cl)c1=O (stereo not given),1,-2
O=C(CSC(=S)N1CCSCC1)c1ccccc1,-10,12
CCN(CC)CCCn1c(C)cc2c(c1=O)C(c1cc(OC)c(OC)cc1OC)C(C#N)=C(N)O2 (stereo not given),-2,13
C#CNC(=O)C1(CC=C)CCNCC1,-11,-2
CCc1nc2sc3c(c2c(=O)n1N)CCC3,-2,3
CCOC(=O)COn1c(=O)c(-c2cccs2)[n+]([O-])c2ccccc21,-13,2
O=C(Cc1c[nH]c2ccccc12)Nc1nc2ccccc2[nH]1,4,7
C[C@H](NC(=O)NC1CCCc2ccccc21)C(=O)O (stereo not given in full),6,-4
COc1cccc(N2CCC(N3CCN(C)C(CCO)C3)CC2)c1 (stereo not given),0,8
O=C(O)c1cccc(-n2cccc2/C=C2/NC(=O)N(c3cccc(Cl)c3)C2=O)c1,-3,1
CCCn1c(NCc2cc(C)ccc2O)nc2ccccc21,2,0
COc1ccc(N2CCN(C(=O)CCNS(=O)(=O)c3ccc(Br)s3)CC2)cc1,4,-6
O=C(NCc1ccccc1)C(=O)Nc1cccc(C(=O)O)c1,-7,-3

# From PubChem
